EphB4 ephrin blk – antagonists of human EphB4-ephrin-B2 interaction; P54760; EphB4 LBD / TNYL-RAW-Alexa532 peptide, fluorescence polarization; inhibition, % at 7 µM; 0.15% of 97,000 active;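 active = inhibition above the screen-wide mean inhibition plus 3 SD, cut at about 15% in these data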;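 also: 0% = DMSO wells and 100% = excess unlabeled TNYL-RAW peptide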
Plk1 PBD FP – Plk1 (human) PBD binding inhibition. 0.13% of 97,000 active. AID 693. Plk1 PBD phosphopeptide binding, fluorescence polarization. inhibition, %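 (tested at about 20 µM)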; in the data active = inhibition above about 34%, passing the limit was not always enough
Target sequence (P53350 whole entry, looked up): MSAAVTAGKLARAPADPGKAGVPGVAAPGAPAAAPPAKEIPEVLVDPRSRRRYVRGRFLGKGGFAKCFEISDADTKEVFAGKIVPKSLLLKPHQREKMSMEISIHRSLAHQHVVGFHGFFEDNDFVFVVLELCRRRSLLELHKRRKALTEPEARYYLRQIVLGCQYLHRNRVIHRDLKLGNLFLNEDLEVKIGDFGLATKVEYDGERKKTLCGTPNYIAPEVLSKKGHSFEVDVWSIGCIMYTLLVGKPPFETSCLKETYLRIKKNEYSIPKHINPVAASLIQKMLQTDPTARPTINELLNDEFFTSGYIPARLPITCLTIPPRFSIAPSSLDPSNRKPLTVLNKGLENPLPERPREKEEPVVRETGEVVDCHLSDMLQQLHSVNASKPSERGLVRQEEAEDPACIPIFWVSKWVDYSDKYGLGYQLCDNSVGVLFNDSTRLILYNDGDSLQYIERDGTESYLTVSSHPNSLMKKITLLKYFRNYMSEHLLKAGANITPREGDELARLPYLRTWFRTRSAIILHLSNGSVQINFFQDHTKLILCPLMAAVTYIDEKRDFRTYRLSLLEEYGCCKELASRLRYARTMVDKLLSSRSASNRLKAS
FAK inh – blocks human focal adhesion kinase activity. biochemical FAK kinase activity assay. inhibition, %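 (tested at 7 µM)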. 0.84% of 97,000 active. Q05397. AID 727; in the data active = inhibition above about 19%;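 also: 0% = DMSO and 100% = reference compound high control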
Rev-RRE block – disrupts HIV-1 Rev binding to RRE RNA; 0.79% of 97,000 active; P05866; inhibition, % at 8 µM; Rev peptide-RRE RNA binding, FRET;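 active = inhibition above the screen-wide mean plus 3 SD, cut at about 35% in these data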;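 also: 0% = median DMSO wells and 100% = median Neomycin B control wells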
Target sequence (P05866 whole entry, looked up): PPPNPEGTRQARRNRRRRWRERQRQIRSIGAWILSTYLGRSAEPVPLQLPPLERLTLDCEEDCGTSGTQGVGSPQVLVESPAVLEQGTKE
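Test system – labelled RRE RNA duplex and labelled Rev peptide · Signal – fluorescein-to-Cy5 FRET, 480 nm excitation · Evaluation – % inhibition of FRET ratio versus controls · Benchmarks – DMSO low control, neomycin B high control · Incubation – 5 min RNA-compound premix plus 15 min binding step, 25 °C · Medium – HEPES pH 7.5 salt buffer with EDTA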
PLK1 inh – PLK1 (human) kinase inhibition; recombinant PLK1 kinase, TR-FRET peptide phosphorylation; inhibition, % at 10 µM; 0.53% of 97,000 active;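 active = inhibition of 50% or more in the single-concentration screen; inactive = inhibition below 50%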;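 also: 0% = DMSO max control and 100% = H-89 dihydrochloride min control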
S1P2 ag – S1P2 (human) receptor agonism; activation, % at 4.5 µM; S1P2-expressing cell line, agonist reporter read-out; AID 729; 0.46% of 97,000 active; O95136; in the data active = activation above about 16%;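 also: 0% = vehicle low control and 100% = maximal reference agonist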
PLAP activator – activators of human placental alkaline phosphatase; purified PLAP enzyme, luminescent substrate read-out; hits give high values; 1.2% of 96,000 active; P05187; activation fold at 20 µM; in the data active = activation fold above about 2
S1P2 blocker – S1P2 (human) receptor antagonism | 0.21% of 97,000 active | cell-based S1P2 antagonist assay, inhibition at 5 uM | inhibition, % at 5 µM | AID 736 | O95136; in the data active = inhibition above about 45%;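 also: CRE beta-lactamase reporter cells expressing human S1P2 stimulated with S1P; 0% = agonist at EC80 alone and 100% = agonist plus reference antagonist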
MT1-MMP txn act – activates MT1-MMP transcription; HT1080 MT1-MMP promoter luciferase reporter, luminescence, overnight; hits give high values; activation factor at 10 µM; 0.16% of 86,000 active; AID 750;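 active = activation factor of at least 2 for MT1-MMP transcription at 10 µM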
* hit, by the source's call; . = not tested or not shown.

Rev-RRE block	FAK inh	Plk1 PBD FP	S1P2 blocker	PLK1 inh	EphB4 ephrin blk	S1P2 ag	PLAP activator	MT1-MMP txn act	canonical_smiles
-5	1	-1	1	8	-6	-5	.	1.1	COc1ccc(CNC(=O)CCSc2nc(-c3ccc4c(c3)OCO4)cc(C(F)(F)F)n2)cc1
2	1	-13	6	3	7	-3	0.9	1.1	Cc1n[nH]c(=O)nc1N1CCc2ccccc2C1
4	0	-13	3	-13	4	-1	1.4	1.4	COc1ccccc1-n1cnc2cc(NC(=O)c3ccco3)ccc21
-3	3	-5	-5	4	4	-7	1.2	1.2	Cn1c(=O)c2c(-c3ccc(C(C)(C)C)cc3)n(CC3CCCO3)cc2n(C)c1=O (stereo unspecified)
1	2	-18	13	-3	8	-3	2*	1	CCc1ccccc1OCc1nc2ccc(S(=O)(=O)N3CCOCC3)cc2[nH]1
10	0	-22	-1	-16	2	-4	0.8	1.2	COc1ccc(Cl)c(NC(=O)NCCN2CCN(c3ccccc3)CC2)c1
12	1	-2	3	-12	-1	-2	1.4	1.1	CCOC(=O)N1CCN(C(=O)c2ccc3c(=O)n(CCOC)c(=O)[nH]c3c2)CC1
2	-1	-2	7	3	2	-3	1.7	1.2	Cc1occc1-c1nnc(SCC(=O)Nc2ccccc2-c2ccccc2)n1C
5	1	-20	3	-9	5	-5	1	1	CSc1nc(C)cc(OCC(=O)N2CCOCC2)n1
-1	-5	4	5	1	3	-3	1.1	1.2	CCOC(=O)CSc1nc2cc(C(=O)OC)ccc2c(=O)n1CCN1CCOCC1
4	1	-5	-41	-7	4	-3	1.3	1.1	CC(C(=O)N1CCOCC1)N1c2cccc3cccc(c23)S1(=O)=O (stereo unspecified)
8	5	27	-17	-3	-4	-3	1.1	1.2	Cc1onc(-c2c(Cl)cccc2Cl)c1C(=O)Nc1ccc2c(c1)OCCO2
69*	0	-61	-22	-11	-2	-4	59	1.2	C=CCN1C(=O)C2(NNc3ccccc3O2)c2ccccc21 (stereo unspecified)
3	-4	-26	12	-7	11	-5	1.4	1.1	Cc1nn(-c2ccccc2)c(Cl)c1C(=O)Nc1c(C)n(C)n(-c2ccccc2)c1=O
2	-1	25	28	-8	11	-3	1	.	CC(=O)N(CC(=O)O)c1ccccc1C(=O)O
-2	-3	-1	-4	1	-1	-3	0.9	1.2	Cn1c(SCC(=O)Nc2cccc(O)c2)nnc1-c1ccc(S(=O)(=O)N2CCOCC2)cc1
5	2	6	-30	-11	7	2	.	0.8	COc1ccc2nc(-c3cccc(N)c3)[nH]c2c1
0	4	2	5	-11	5	0	1	1.2	CCOC(=O)Cc1csc(NC(=O)c2csc(C)c2)n1
10	4	-20	12	-11	7	-11	1	0.9	N#CCSc1nc2ccccc2c(=O)n1CCC(=O)NC1CCCCC1
13	-3	-23	-14	3	0	2	1	1.1	O=C(CCNC(=O)c1ccco1)NCc1ccccc1
8	6	-19	7	-16	-1	-3	1.5	1.2	O=C(c1ccc(Br)cc1)N1CCN(S(=O)(=O)c2ccccc2)CC1
4	-2	-23	17	-7	-5	-7	.	1.2	CN1C(=O)SC(Nc2cccc3ccccc23)C1=O (stereo unspecified)
10	-3	-16	2	-11	1	-4	1	1.2	Cc1nc2nc(CSc3ccc(Cl)cc3)cc(=O)n2[nH]1
2	-2	11	4	0	-6	-2	1	1.2	CCCOc1ccc(C(=O)NCc2cccnc2)cc1
26	-2	-18	2	-16	-3	-7	1.3	1.1	Cc1ccc2cc(C#N)c(N3CCCN(S(=O)(=O)c4ccccc4)CC3)nc2c1
6	-1	-35	25	-4	3	-5	1.5	.	COc1ccc(-c2csc(N3C(=N)SCC3=O)n2)cc1
5	1	-26	-14	5	-5	-4	1.6	1.1	CC(C)CCOc1cccc(OCC(=O)NC2CCS(=O)(=O)C2)c1 (stereo unspecified)
8	0	-21	-4	-4	-4	-4	1	1.2	C=CCNC(=O)C1CCN(S(=O)(=O)CC)CC1
5	0	-16	-9	-9	-4	0	0.9	.	CC1(C)CC(=O)C2=C(C1)N(c1ccccc1)C(=O)CC2c1ccsc1 (stereo unspecified)
11	-1	-15	-11	-8	8	-2	.	1.2	CC1CN(Cc2nc3c(c(=O)n(C)c(=O)n3C)n2CCCc2ccccc2)CC(C)O1 (stereo unspecified)
8	3	-34	-4	-7	-1	2	1	.	O=C(N/N=C/c1ccc(Cl)cc1)c1sccc1OCc1ccc(F)cc1
3	0	16	-7	-2	4	-1	1.5	.	COc1ccc(/C=N/NC(=O)CCn2c3ccccc3c3ccccc32)cc1O
4	1	2	-17	-12	9	-4	1.3	1.1	O=C(c1ccncc1)N1CCN(C(=O)c2ccncc2)CC1
-2	-5	15	5	-3	0	-4	1	1.1	COC(=O)c1cc(-c2ccccc2)on1
15	12	-4	-2	1	-3	-4	0.9	1.1	CCCOc1cc(C)c(S(=O)(=O)n2ccc(C)n2)cc1C
-1	3	-21	-18	-7	-3	-2	1.6	1	O=P(OC1CCCCC1)(OC1CCCCC1)C(O)c1ccccc1 (stereo unspecified)
4	0	-15	1	-2	-3	-6	1	1.2	O=C(NCc1ccccc1)c1ccc(F)c(S(=O)(=O)N2CCOCC2)c1
18	1	3	-12	-18	1	2	1.2	1.1	COc1ccc(-c2cc(C(F)(F)F)nc(NC3CCCC3)n2)cc1OC
7	-3	15	5	3	-2	-6	0.8	1.3	CCNc1nnc(-c2ccc(C)cc2)o1
9	1	-13	11	2	3	-5	1.2	1.6	CCCn1nnc(NC(=O)c2ccc(Cl)cc2Cl)n1
-1	-3	4	-17	-1	-9	-1	1.4	1.1	CCC(C(=O)NCc1ccco1)N(C(=O)CNS(=O)(=O)c1ccc(C)cc1)c1ccccc1OC (stereo unspecified)
2	6	34	12	-2	2	-3	1	1.1	CC(C)C(=O)N(Cc1cc2ccccc2[nH]c1=O)C(C)C
2	7	11	0	16	-3	-3	0.8	1.1	COc1cc(-c2nc3cnccn3c2Nc2ccccc2)ccc1O
6	4	-20	12	-16	12	-5	1	1.1	N#Cc1ccc(NC(=O)C2CC(c3ccc(F)cc3)=NO2)cc1 (stereo unspecified)
-2	1	-20	3	-4	-13	-7	1.8	1.1	CC1(C)CC(=O)c2cc(C(=O)NCc3ccco3)c(=O)n(-c3ccc(Cl)cc3)c2C1
8	3	3	11	-3	-1	-11	1.3	1	C/C(CC(O)(/C=N/O)c1ccccc1)=N\O (stereo unspecified)
3	1	-18	-10	-10	-1	-7	0.8	1.1	O=C(CCSc1nnc2ccccn12)Nc1ccc(F)cc1
4	3	5	14	-17	0	-2	1	.	COc1ccc(-c2cc(CNC(C)=O)on2)cc1
-3	-4	-17	-32	-15	-9	-4	1.2	1	CCOCC(=O)Nc1nnc(Cc2ccc(OC)c(OC)c2)s1
3	4	-20	1	-16	7	-9	0.9	1.1	COc1cc(NC(=O)c2ccco2)c(OC)cc1NC(=O)CSc1ncc(-c2ccc(F)cc2)[nH]1
1	1	8	5	-12	-5	-6	1	.	Cc1ccc(C(=O)Oc2cc(C)n(C)c(=O)c2)cc1
5	1	-12	-4	-6	2	-4	0.7	.	Cc1cc(C)cc(NC(=O)c2ccc(CSc3nnc(C)s3)cc2)c1

17 entries from above in another layout:
The line under a structure holds: Rev-RRE block	FAK inh	Plk1 PBD FP	S1P2 blocker	PLK1 inh	EphB4 ephrin blk	S1P2 ag	PLAP activator	MT1-MMP txn act
- O=P(OC1CCCCC1)(OC1CCCCC1)C(O)c1ccccc1 (stereo unspecified)
 : -1	3	-21	-18	-7	-3	-2	1.6	1
- O=C(NCc1ccccc1)c1ccc(F)c(S(=O)(=O)N2CCOCC2)c1
 : 4	0	-15	1	-2	-3	-6	1	1.2
- COc1ccc(-c2cc(C(F)(F)F)nc(NC3CCCC3)n2)cc1OC
 : 18	1	3	-12	-18	1	2	1.2	1.1
- CCNc1nnc(-c2ccc(C)cc2)o1
 : 7	-3	15	5	3	-2	-6	0.8	1.3
- CCCn1nnc(NC(=O)c2ccc(Cl)cc2Cl)n1
 : 9	1	-13	11	2	3	-5	1.2	1.6
- CCC(C(=O)NCc1ccco1)N(C(=O)CNS(=O)(=O)c1ccc(C)cc1)c1ccccc1OC (stereo unspecified)
 : -1	-3	4	-17	-1	-9	-1	1.4	1.1
- CC(C)C(=O)N(Cc1cc2ccccc2[nH]c1=O)C(C)C
 : 2	6	34	12	-2	2	-3	1	1.1
- COc1cc(-c2nc3cnccn3c2Nc2ccccc2)ccc1O
 : 2	7	11	0	16	-3	-3	0.8	1.1
- N#Cc1ccc(NC(=O)C2CC(c3ccc(F)cc3)=NO2)cc1 (stereo unspecified)
 : 6	4	-20	12	-16	12	-5	1	1.1
- CC1(C)CC(=O)c2cc(C(=O)NCc3ccco3)c(=O)n(-c3ccc(Cl)cc3)c2C1
 : -2	1	-20	3	-4	-13	-7	1.8	1.1
- C/C(CC(O)(/C=N/O)c1ccccc1)=N\O (stereo unspecified)
 : 8	3	3	11	-3	-1	-11	1.3	1
- O=C(CCSc1nnc2ccccn12)Nc1ccc(F)cc1
 : 3	1	-18	-10	-10	-1	-7	0.8	1.1
- COc1ccc(-c2cc(CNC(C)=O)on2)cc1
 : 4	3	5	14	-17	0	-2	1	.
- CCOCC(=O)Nc1nnc(Cc2ccc(OC)c(OC)c2)s1
 : -3	-4	-17	-32	-15	-9	-4	1.2	1
- COc1cc(NC(=O)c2ccco2)c(OC)cc1NC(=O)CSc1ncc(-c2ccc(F)cc2)[nH]1
 : 3	4	-20	1	-16	7	-9	0.9	1.1
- Cc1ccc(C(=O)Oc2cc(C)n(C)c(=O)c2)cc1
 : 1	1	8	5	-12	-5	-6	1	.
- Cc1cc(C)cc(NC(=O)c2ccc(CSc3nnc(C)s3)cc2)c1
 : 5	1	-12	-4	-6	2	-4	0.7	.
